# Bioassay records (PubChem BioAssay)
# BRCA1 expr up = BRCA1 expression activation | MCF7-BRCA1-FFLuc reporter, luminescence, 48 h; response scale: scaled: vehicle 0%, 10 µM genistein 100% | Potency, µM (titrated, usually from 46.1 µM), for the others: at the top dose activation, actives largely listed as activators | 380,000 tested, 1.1% active; further: potency means the concentration at half of the fitted maximal effect; nearly all actives have a fitted effect of over 80% in size; some results filed as inactive show a strong effect at the top dose
#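 Activators of BRCA1 expression were detected as increased firefly luciferase luminescence in engineered MCF7 cells after 48 h compound incubation. Signals were scaled to genistein 10 microM as full activation.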
# Giardia kill = Giardia lamblia killing | Giardia lamblia trophozoite viability | activity change, % at 7.66 µM, hits read low | 340,000 tested, 0.15% active | AID 540267; in the data active means activity change below about -80%; inconclusive means between about -30% and that limit;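 further: parasites exposed to compound for two days anaerobically before the ATP read; on the % scale 0 is the no-effect control and ±100 the full control effect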
#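 Luminescence from cellular ATP indicates surviving trophozoites (100 cells/well) following 48 hrs anaerobic compound treatment at 37 deg C; signal develops 15-30 min at room temperature.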
# p53 reactivation = restores transcriptional activity of mutant p53; H1299 p53-A138V BP100-luciferase reporter, luminescence, 24 h; Potency, µM (top dose mostly 92.2 µM), for the others: at the top dose activity change, positive = activation, most hits filed as activators; 320,000 tested, 0.063% active; further: potency means the concentration at half of the fitted maximal effect; % of control where 0% means no effect; nearly all actives have a fitted effect of over 45% in size
#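 H1299 (p53-null), stable ts p53-A138V + BP100-Luc; 1000 cells/well, Opti-MEM/10% FBS; cpd 4 pt, 1:5; 24 h, 37 deg C, 5% CO2; detection reagent 10 min RT; luminescence.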
# VP16 counter = counter-screen for ROR gamma inhibitors: Gal4-VP16 reporter; Potency, µM (highest dose often 53.6 µM), for inactives: at the top dose activity, negative = inhibition, most hits filed as inhibitors; Drosophila S2 Gal4-VP16 UAS-luciferase, luminescence, 20 h; 310,000 tested, 3.5% active;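 further: Gal4-VP16 expression switched on by copper sulfate through the metallothionein promoter; potency means the concentration at half of the fitted maximal effect; on the % scale 0 is the no-effect control and ±100 the full control effect; nearly all actives have a fitted effect of over 50% in size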
# RORgamma inh = inhibitors of mouse ROR gamma transcriptional activity | 310,000 tested, 5.4% active | P51450 | Potency, µM (series often up to 53.6 µM), inactives show at the highest dose activity change, negative = inhibition, actives largely listed as inhibitors | Drosophila S2 Gal4-RORgamma UAS-luciferase reporter, 20 h; further: potency means the concentration at half of the fitted maximal effect; on the % scale 0 is the no-effect control and ±100 the full control effect; nearly all actives have a fitted effect of over 60% in size
# Target sequence (P51450 whole entry, looked up, the tested form may be a part): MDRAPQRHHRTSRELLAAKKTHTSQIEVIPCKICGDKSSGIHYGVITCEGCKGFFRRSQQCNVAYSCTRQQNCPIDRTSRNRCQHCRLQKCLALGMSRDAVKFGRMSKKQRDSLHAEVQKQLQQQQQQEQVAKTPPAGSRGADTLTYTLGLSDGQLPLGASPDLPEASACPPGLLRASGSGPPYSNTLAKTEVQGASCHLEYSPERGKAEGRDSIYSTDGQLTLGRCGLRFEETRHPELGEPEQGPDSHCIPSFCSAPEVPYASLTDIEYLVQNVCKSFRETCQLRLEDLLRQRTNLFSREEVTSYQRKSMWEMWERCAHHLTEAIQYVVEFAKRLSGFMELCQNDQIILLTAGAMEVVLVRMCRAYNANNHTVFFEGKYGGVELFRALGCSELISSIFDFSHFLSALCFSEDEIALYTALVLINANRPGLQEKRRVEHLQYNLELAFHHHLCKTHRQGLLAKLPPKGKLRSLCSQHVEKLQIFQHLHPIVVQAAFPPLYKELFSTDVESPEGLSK
#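 Drosophila S2 cells stably expressing Gal4-DBD/mouse RORγ fusion under metallothionein promoter plus UAS-luciferase; compound 1 h, then 700 uM CuSO4 induction for 20 h at ambient temperature; inhibition read as reduced luminescence.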
# PKM2 act = PKM2 (human) enzyme activation | purified PKM2, Kinase-Glo ATP luminescence, activation; response scale: 0% is enzyme alone, no compound | Potency, µM (doses to about 57.5 µM), for inactives: top-dose activation, hits mostly activators | 260,000 tested, 0.34% active | AID 1631; further: potency means the concentration at half of the fitted maximal effect; on the % scale 0 is the no-effect control and ±100 the full control effect; nearly all actives have a fitted effect of over 55% in size
# Target sequence (P14618 whole entry, looked up): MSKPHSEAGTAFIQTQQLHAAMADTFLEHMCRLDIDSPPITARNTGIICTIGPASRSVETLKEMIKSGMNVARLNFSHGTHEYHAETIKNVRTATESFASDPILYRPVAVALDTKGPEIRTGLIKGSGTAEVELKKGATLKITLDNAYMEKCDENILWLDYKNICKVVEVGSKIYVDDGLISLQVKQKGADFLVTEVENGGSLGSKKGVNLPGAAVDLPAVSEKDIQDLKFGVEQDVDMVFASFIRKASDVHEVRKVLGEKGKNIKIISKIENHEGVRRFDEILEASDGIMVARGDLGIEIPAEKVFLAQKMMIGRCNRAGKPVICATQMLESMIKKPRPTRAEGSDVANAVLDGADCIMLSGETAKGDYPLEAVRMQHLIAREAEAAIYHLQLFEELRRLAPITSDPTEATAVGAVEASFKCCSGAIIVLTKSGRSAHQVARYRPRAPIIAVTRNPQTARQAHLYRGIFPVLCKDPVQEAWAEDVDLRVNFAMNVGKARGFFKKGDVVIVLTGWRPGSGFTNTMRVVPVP
#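 Purified hPK-M2 (>95% pure) converted ADP (0.1 mM final) to ATP with 0.5 mM PEP in 50 mM imidazole pH7.2, KCl, MgCl2, Tween 20, BSA; 1 h at room temperature. ATP detected by Kinase-Glo luminescence.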
# ELG1 genotox = genotoxicity induction in ELG1-luciferase HEK293T cells; AID 504466; 330,000 tested, 1.3% active; Potency, µM (doses to about 46 µM), for the others: top-dose activity change, positive = activation, most hits filed as activators; HEK293T ELG1-luciferase reporter, luminescence, 16 h; further: potency means the concentration at half of the fitted maximal effect; % of control where 0% means no effect; nearly all actives have a fitted effect of over 60% in size
#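 16 hr compound incubation (37 °C, 5% CO2) of HEK293T cells carrying luciferase-tagged ELG1; luciferase then measured by ONE-Glo luminescence after 30 min at RT.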
# NPC1 promoter act = activates the NPC1 promoter; Potency, µM (top dose mostly 9.22 µM), inactives show top-dose activation, most hits filed as activators; 320,000 tested, 2.4% active; Huh7 NPC1 promoter luciferase reporter, 24 h; AID 485313;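 further: potency means the concentration at half of the fitted maximal effect; % of control where 0% means no effect; nearly all actives have a fitted effect of over 60% in size; reporter is driven by a mutant NPC1 promoter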
#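 NPC1 promoter–luciferase Huh7 cells; 24 h compound; luminescence.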
# Rab9 prom act = activators of Rab9 promoter | Huh7 Rab9 promoter-luciferase reporter, luminescence, 24 h | 320,000 tested, 2.8% active | Potency, µM (titrated, usually from 9.22 µM), for the others: at the top dose activation, negative = inhibition, usual class: activators; further: potency means the concentration at half of the fitted maximal effect; % of control where 0% means no effect; nearly all actives have a fitted effect of over 60% in size
#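 Rab9 promoter-driven luciferase in stably transfected Huh7 cells; 1500 cells/well rested 2 h, exposed to compound in DMSO for 24 h at 37 °C, 5% CO2. Luminescence read 10 min after adding luciferase reagent at ambient temperature.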
# FLuc modulator = firefly luciferase modulation, counter-screen for miR-21 project; P08659; purified FLuc, Km substrates, luminescence inhibition; Potency, µM (highest dose often 57.5 µM), for inactives: top-dose activity change, negative = inhibition, actives largely listed as inhibitors; 360,000 tested, 6.9% active; AID 588342;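 further: potency means the concentration at half of the fitted maximal effect; plate controls were vehicle for no effect and reference inhibitor for full effect; nearly all actives have a fitted effect of over 55% in size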
#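 Biochemical qHTS of compounds, final roughly 60 µM downward over six points, against 10 nM purified firefly luciferase using Km concentrations of substrates (10 uM D-luciferin, 10 uM ATP) in Tris acetate pH 7.5 buffer; luminescence output.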
# Menin MLL FP TR = displaces Texas Red mutant MLL peptide from human menin. O00255. Menin + Texas Red MLL mutant peptide, fluorescence polarization. Potency, µM (top dose mostly 61.6 µM), for the others: at the top dose FP activity change, negative = inhibition, hits mostly inhibitors. 270,000 tested, 0.23% active; active means well fitted inhibition curve with a large enough effect in the polarisation, with a control signal flat, not every such curve was filed as active; inconclusive means small, poorly fitted or top-dose-only effect, or effect the other way, or a change in a side signal; inactive means no such curve, though single readings can be large or run the other way; the % refers to the polarisation; further: potency means the concentration at half of the fitted maximal effect; % of control where 0% means no effect; many of its hits are not listed in these tables
# The depositor's hits bear a star; ? = inconclusive; · = no result given; [ ] = remark or other dose. Unless noted, the call rests on the fitted dose curve; in most records, active means well fitted curve in the direction sought with a large enough effect; inconclusive means small, poorly fitted or top-dose-only effect, or another doubt; inactive means no such curve, though single readings can be large; an effect the other way counts as inactive or inconclusive.
# Every second line gives: BRCA1 expr up	Giardia kill	p53 reactivation	VP16 counter	RORgamma inh	PKM2 act	ELG1 genotox	NPC1 promoter act	Rab9 prom act	FLuc modulator	Menin MLL FP TR
CC(=O)Nc1ccc(S(=O)(=O)NCC(=O)OCC(=O)Nc2sccc2C(N)=O)cc1
→ 4%	6	-6%	·	·	·	-2%	0%	0%	1%	·
COc1ccc(NC(=O)CSCC(=O)N(C)CC(=O)Nc2c(C)cccc2C)cc1
→ -4%	-11	-5%	·	·	·	0%	-5%	0%	2%	·
CC1CCN(c2ccc(-c3ccc(NC(=O)C(F)(F)F)cc3)nn2)CC1
→ ?	?	60%	-29%	5.6µM*	·	0.73µM*	0.13µM*	0.5µM*	?	?
CCCCNC(=O)C(=O)Nc1cc2c3c(c1)CCC(=O)N3CCC2
→ 222%	13	0%	-4%	-5%	·	?	-5%	5%	-2%	·
Cc1onc(-c2ccccc2)c1C(=O)Nc1nc(-c2ccccc2)cs1
→ 6%	11	?	?	?	0%	?	12%	?	19µM*	?
O=C(CNC(=O)c1ccc(Cl)c([N+](=O)[O-])c1)OCN1C(=O)c2ccccc2C1=O
→ -4%	-11	0%	·	·	·	2%	6%	8%	4%	·
Cc1cc(C)cc(N2CC(O)=C(c3nc4ccccc4c(=O)[nH]3)C2=N)c1
→ -11%	-3	12%	-9%	-17%	10%	9%	-15%	-12%	1%	4%
COc1cccc(-c2nnc(NC(=O)c3ccco3)s2)c1
→ 6.3µM*	-14	18%	-3%	1%	·	16µM*	2.2µM*	2.2µM*	7.6µM*	·
Cc1ccc(C)c(NC(=S)N(C2CCCCC2)C(C)c2cccnc2)c1 (configuration not stated)
→ 7%	-6	0%	-6%	-50%	-4%	0%	1%	-4%	-2%	·
COc1cc(CO)cc(Br)c1OCc1cccnc1
→ 5%	-6	3%	-3%	-11%	-6%	0%	-3%	5%	3%	-4%
Cc1ccc(CC(=O)Nc2nccs2)cc1C
→ 53%	-1	-2%	2.5µM*	?	0%	1%	6%	0%	-15%	-3%
Cc1cc(C(=O)Nc2ccc3[nH]ccc3c2)no1
→ 6.3µM*	-12	8%	-10%	-7%	-2%	?	2.2µM*	2.8µM*	11µM*	·
O=C(CSc1ncn[nH]1)NN(c1ccccc1)c1ccccc1
→ 14%	-6	-16%	-8%	16%	3%	-4%	-2%	0%	5%	-1%
CCn1cc(C(=O)NCCN(CC(C)C)CC(C)C)c(=O)c2cc(S(=O)(=O)N3CCOCC3)ccc21
→ 2%	35[activator]	3%	-5%	3%	2%	-8%	-4%	0%	1%	8%
O=C(CCNC(=O)c1ccc(Br)cc1)Nc1cccc(S(=O)(=O)N2CCCCC2)c1
→ -67%	-11	-9%	·	·	·	-2%	2%	-5%	-4%	·
Cc1cc(Cl)ccc1N=Cc1c(O)n(C)c(=O)n(C)c1=O
→ ·	·	1%	-6%	15%	-1%	-1%	-2%	0%	-6%	4%
Cc1ccc(O)c(C2=NOC(O)(C(F)(F)F)C2)c1 (configuration not stated)
→ 27%	-7	?	2%	15%	-1%	-2%	-2%	-5%	0%	9%
Cc1ccc(F)cc1NC(=O)c1cccc2nccnc12
→ -73%	-9	3%	0%	40%	21%	0%	-5%	-3%	-1%	-11%
O=C(NCc1ccco1)C1CCCN(c2ncnc3c2nc2n3CCCCC2)C1 (configuration not stated)
→ -15%	-14	-2%	1%	10%	·	-5%	-2%	0%	0%	0%
CCc1ccccc1NC(=O)CC(=O)Nc1ccccc1CC
→ -7%	7	?	-1%	20%	-13%	1%	-1%	-1%	-1%	-5%
Cc1nonc1NC(=O)CSc1nc2ccccc2o1
→ 1%	-12	4%	?	8.9µM*	·	0%	-3%	6%	-2%	8%
CCC(C)N(CCNC(=O)CC1Oc2ccccc2NC1=O)C1CCCCC1 (configuration not stated)
→ -17%	7	2%	-8%	-8%	-1%	-2%	1%	-9%	-1%	-10%
Cn1nc(C(=O)NCc2ccco2)c2ccccc2c1=O
→ -45%	5	-2%	?	8%	-4%	-1%	-5%	-2%	4%	-2%
Clc1ccc(-c2noc(/C=C/c3ccccc3)n2)cc1
→ 29%	10	8%	0%	-4%	-4%	?	27%	24%	?	·
O=C(NN(c1ccccc1)c1ccccc1)c1ccccc1F
→ 10%	4	0%	2%	-23%	-4%	2%	-2%	-1%	0%	1%
COc1ccc(-c2csc3ncn(-c4ccccc4OC)c(=O)c23)cc1OC
→ -61%	14	-3%	3%[10 µM]	0%	0%	?	-14%	-14%	-7%	0%
COCCNC(=S)N/N=C1\CC(C)CC(C)(C)C1 (configuration not stated)
→ -3%	-24	-1%	3.5µM*	1µM*	5%	-3%	-2%	1%	0%	-12%
COc1cc(C)c(C(=O)Oc2cc(C)c(C(=O)O)c(O)c2)c(O)c1
→ 26%	-6	8%	12%	14%	5%	5%	-2%	7%	19µM*	·
Cc1ccc(OC2=NS(=O)(=O)c3ccccc32)cc1
→ 2%[1.84 µM]	-14	-5%	-1%	0%	-3%	5%	-3%	-4%	-2%	-1%
O=C(O)c1cc(-c2ccccc2)n(-c2ccc(Cl)cc2Cl)n1
→ -6%	3	-5%	-3%	2%	·	1%	0%	0%	2%	-29%
C=CCC1(C(=O)NCCO)CCN(C(=O)OC(C)(C)C)CC1
→ 0%	-5	9%	-3%	-33%	-1%	0%	-4%	-1%	2%	-10%
Cc1ccccc1NC(=O)C1CC(=O)n2ncnc2N1 (configuration not stated)
→ -6%	7	2%	3%	-30%	1%	0%	-3%	-1%	-1%	·
FC(F)(F)c1nnc2ccc(N3CCCC3)nn12
→ -9%	-1	-2%	6%	5%	0%	5%	-3%	1%	8%	2%
CC(=O)N1CCN(c2nc3cc4c(cc3nc2NS(=O)(=O)c2ccccc2)OCCO4)CC1
→ 0%	-1	-5%	-8%	10%	6%	2%	-4%	-3%	5%	4%
Clc1ccc(-c2csc3ncnc(Cl)c23)cc1
→ 0%	1	8%	-29%	11µM*	4%	0%	-1%	4%	1%	-15%
Cc1ccccc1NC(=O)CSc1nnc(-c2ccccn2)o1
→ 37%	2	7%	4%	-1%	-5%	8%	29%	?	-4%	3%
CCOC(=O)CSc1ccc2nnc(-c3ccncc3)n2n1
→ -7%	33[activator]	-8%	-18%	?	0%	-1%	-2%	-5%	1%	0%
CCOC(=O)N1CCC(NC(=O)CC2C(=O)NCCN2Cc2ccc(C)cc2)CC1 (configuration not stated)
→ 0%	11	14%	9%	0%	-4%	8%	-2%	-29%	-1%	·
Cc1c(OCC(=O)NCc2ccncc2)ccc2c3c(c(=O)oc12)CCC3
→ -15%	11	-5%	-8%	0%	·	-5%	8%	4%	-1%	·
CCOC(=O)C1CCCN(S(=O)(=O)c2ccc(NC(C)=O)cc2)C1 (configuration not stated)
→ 0%	?	-2%	-11%	44%	-27%	-9%	-5%	-10%	0%	10%
CCc1ccc(NC(=O)CCNS(=O)(=O)c2cccs2)cc1
→ 10%	12	5%	5%	36%	0%	0%	-3%	-2%	-19%	15%
CCOC(=O)/C(C#N)=C/c1ccc(OCC(=O)Nc2ccc(C)c(C)c2)c(OC)c1
→ 6%	8	6%	-7%	-1%	10%	1%	0%	2%	6%	2%
COc1ccccc1OCCC(=O)O
→ 9%	-5	1%	8%	8%	1%	-3%	0%	0%	1%	-4%
O=C(Nc1c2c(nc3ccccc13)CCCC2)c1ccccc1F
→ -15%	-3	-7%	-15%	6%	0%	-2%	-3%	8%	1%	-2%
C[C@H](NC(=O)c1[nH]cnc1C(=O)Nc1nccs1)c1ccccc1
→ 0%	-25	-7%	·	·	·	?	-2%	-3%	-3%	·
NC(=O)CC(NC(=O)c1cccc(Br)c1)c1ccc(NC2CCCCCCC2)c([N+](=O)[O-])c1 (configuration not stated)
→ -5%	-5	·	-2%	14%	-2%	1%	-1%	-1%	4%	1%
CC(NC(=O)c1cc(-c2ccncc2)nc2ccc(Cl)cc12)C1CCCO1 (configuration not stated)
→ -18%	-14	-4%	-10%	-40%	0%	-3%	2%	-4%	-9%	·
O=C(Nc1nc2c(Cl)cccc2s1)c1ccc([N+](=O)[O-])o1
→ -40%	-101*	?	?	23%[1.91 µM]	-3%	-12%	-2%	9%	?	?
O=C(CC1SC(=O)N(Cc2ccccc2)C1=O)Nc1nccs1 (configuration not stated)
→ -19%	-11	-5%	-14%	7%	8%	0%	1%	-5%	-1%	-20%

# These rows are one share of the data (hit frequency here may not be typical).
